ABCG2 block: human ABCG2 inhibition, ABCB1 as counter-screen | 190,000 compounds, 0.1% hits | inhibition, % at 6.6 µM | IgMXP3 cells, JC-1 efflux, flow cytometry | Q9UNQ0 | AID 1325;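 active means inhibition above 80%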;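 further: 0% = DMSO and 100% = nicardipine control wells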
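Test system: IgMXP3 (ABCG2) plus far-red-tagged CCRF-Adr (ABCB1) cells. Reagent: JC-1 dye as substrate. Timing: 10 min exposure at 25 °C with rotation, no wash. Measured by: flow cytometric JC-1 green MFI at 530 nm. Read-out: percent efflux inhibition, scaled nicardipine 100% to DMSO 0%. Control set: nicardipine and DMSO wells.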
Pf gamet viab: kills late stage P. falciparum gametocytes. 150,000 compounds, 0.065% hits. inhibition, % at 10.9 µM. P. falciparum stage V gametocytes, ATP luminescence, 24 h;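 active means inhibition above the mean plus 3 SD of compounds within the control limits, set per campaign, cut at about 38% in these data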;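 further: 0% = DMSO wells and 100% = medium only without gametocytes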
RGS7-Gao: regulators of human RGS7-Galphao interaction; Multiplexed bead flow cytometry, RGS7-Galphao binding; actives lie on both sides; binding response (% of control), % at 10 µM; 220,000 compounds, 0.35% hits; AID 1439; in the data active means binding response below about 49% or above about 150%; inconclusive means no clear call, values can overlap the other calls; inactive means in between;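 further: fluorescent Galphao held in activated GDP-AlF4 state binding bead-coupled RGS7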
RGS4-Gao reg: modulates binding of RGS4 to human Galphao; Multiplexed bead flow cytometry; actives lie on both sides; 220,000 compounds, 0.33% hits; P09471; AID 1415; binding response (% of control), % at 10 µM; in the data active means binding response below about 49% or above about 150%; inactive means in between;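 further: fluorescent Galphao activated with aluminum fluoride binding bead-coupled RGS4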
Mcl1-Noxa inh: Mcl-1/Noxa interaction inhibition; TR-FRET Mcl-1/Noxa peptide binding, 2 h; AID 1022; Q07820; inhibition, % at 21.7 µM; 220,000 compounds, 1.5% hits;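 active means compounds that cut the protein-peptide binding signal by more than 50% relative to plate controls in a single-dose test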;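 further: His-tagged Mcl-1 with rhodamine Noxa BH3 peptide and terbium anti-His antibody; 0% = Mcl-1 plus Noxa peptide wells and 100% = peptide-only wells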
GSH fluor: GSH bead compound fluorescence profile; GSH beads flow cytometry, compound fluorescence 488/530 nm; hits give high values; fluorescence (KMESF) at 10 µM; 190,000 compounds, 0.25% hits; AID 1776; in the data active means fluorescence above about 89;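 further: glutathione beads carrying GST-tagged Bcl family fusion proteins plus one bare bead set; values are compound well signal with DMSO vehicle wells as background; inactives centre near 16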
ABCB1 block: inhibitors of human ABCB1 transporter, ABCG2 counter-screen. inhibition, % at 6.6 µM. 190,000 compounds, 0.067% hits. AID 1326. CCRF-Adr cells, JC-1 efflux, flow cytometry; in the data active means inhibition above about 40%;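 further: 0% = vehicle and 100% = reference inhibitor; higher value means more JC-1 retained so stronger ABCB1 efflux block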
Target sequence (P08183 whole entry, looked up): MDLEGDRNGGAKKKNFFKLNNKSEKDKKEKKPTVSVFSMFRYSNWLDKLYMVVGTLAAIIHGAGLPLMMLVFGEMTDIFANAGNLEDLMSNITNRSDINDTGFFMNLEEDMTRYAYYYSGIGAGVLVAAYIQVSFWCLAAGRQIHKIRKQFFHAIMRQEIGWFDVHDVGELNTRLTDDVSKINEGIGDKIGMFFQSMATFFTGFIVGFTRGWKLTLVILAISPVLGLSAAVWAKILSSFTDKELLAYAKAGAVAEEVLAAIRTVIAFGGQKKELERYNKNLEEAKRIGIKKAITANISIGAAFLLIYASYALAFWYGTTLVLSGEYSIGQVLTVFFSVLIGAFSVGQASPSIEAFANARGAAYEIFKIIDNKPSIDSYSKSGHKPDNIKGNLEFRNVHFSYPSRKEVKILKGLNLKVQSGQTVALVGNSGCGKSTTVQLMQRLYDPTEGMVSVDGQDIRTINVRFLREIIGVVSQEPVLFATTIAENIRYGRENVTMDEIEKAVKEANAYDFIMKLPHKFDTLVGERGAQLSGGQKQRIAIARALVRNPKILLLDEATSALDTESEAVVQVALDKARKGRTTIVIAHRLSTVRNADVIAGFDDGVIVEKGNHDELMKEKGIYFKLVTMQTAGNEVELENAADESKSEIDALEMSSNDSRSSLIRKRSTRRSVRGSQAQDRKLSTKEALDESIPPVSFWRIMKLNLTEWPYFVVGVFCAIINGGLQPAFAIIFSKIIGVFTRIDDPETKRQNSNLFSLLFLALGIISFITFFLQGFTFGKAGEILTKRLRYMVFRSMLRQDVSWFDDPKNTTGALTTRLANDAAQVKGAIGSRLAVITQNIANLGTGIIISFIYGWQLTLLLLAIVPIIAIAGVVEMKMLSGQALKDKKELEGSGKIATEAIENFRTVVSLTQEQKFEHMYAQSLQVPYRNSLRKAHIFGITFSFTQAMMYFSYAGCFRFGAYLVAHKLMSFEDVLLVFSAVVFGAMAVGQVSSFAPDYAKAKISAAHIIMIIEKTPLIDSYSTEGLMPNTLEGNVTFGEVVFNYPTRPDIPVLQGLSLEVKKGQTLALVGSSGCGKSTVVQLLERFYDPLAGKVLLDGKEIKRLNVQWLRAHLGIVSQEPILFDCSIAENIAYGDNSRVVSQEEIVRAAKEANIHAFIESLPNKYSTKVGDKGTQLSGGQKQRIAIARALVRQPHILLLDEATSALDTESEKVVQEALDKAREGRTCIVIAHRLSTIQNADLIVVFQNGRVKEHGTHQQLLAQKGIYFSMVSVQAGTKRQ
Mcl1-Bid inh: disrupts binding of human Mcl-1 to Bid peptide. Q07820. 220,000 compounds, 0.97% hits. TR-FRET Mcl-1/Bid-Dy647 peptide binding, 1536-well. inhibition, % at 21.7 µM;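 active means compounds that cut the binding signal by more than half at the single screening dose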;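 further: His-tagged Mcl-1 with europium anti-His antibody binding Bid BH3 peptide; 0% = Mcl-1 plus peptide wells and 100% = peptide-only wells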
RGS8-Gao reg: modulates binding of RGS8 to human Galphao | P09471 | 220,000 compounds, 0.34% hits | multiplexed bead flow cytometry; actives lie on both sides | response (percent of control binding), % at 10 µM | AID 1423; in the data active means response below about 60% or above about 140%; inactive means in between;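 further: Galphao activated as the GDP aluminium fluoride complex binding bead-coupled RGS8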
Avidin bead fluor: avidin bead compound fluorescence profile; Avidin beads, compound fluorescence 488/530 nm, flow cytometry; hits give high values; fluorescence (KMESF) at 10 µM; 220,000 compounds, 0.38% hits; in the data active means fluorescence above about 47; further: inactives centre near 10
Mcl-1 Bim block: human Bim-Mcl-1 interaction inhibition. Q07820. Bead-based flow cytometry, Bim peptide-Mcl-1 binding. inhibition, % at 10 µM. 190,000 compounds, 0.1% hits. AID 1009; in the data active means inhibition above about 40%;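 further: 0% = no compound tracer wells and 100% = peptide blocker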
Starred values were filed as active, the others as inactive; ? = inconclusive; nt = not tested or not shown.

SMILES	ABCG2 block	Pf gamet viab	RGS7-Gao	RGS4-Gao reg	Mcl1-Noxa inh	GSH fluor	ABCB1 block	Mcl1-Bid inh	RGS8-Gao reg	Avidin bead fluor	Mcl-1 Bim block
C1=C(CCNc2ncnc3nc[nH]c23)CCCC1	3	nt	87	88	1	26	0.6	-25	88	6	1
CCOc1ccc(N2CC(C(=O)NCc3cccc(C)c3)CC2=O)cc1 (centres undefined)	1	-2	96	98	1	23	-2.4	-13	100	21	0
C/C(N)=C(/C#N)C(=O)COC(=O)c1cc(C)n(-c2ccc(F)cc2)c1C	7	nt	95	97	-3	26	1.3	-47	99	15	-5
N=c1ncn(CC(O)CO)c2nc(N3CCOCC3)[nH]c12 (centres undefined)	2	2	99	102	28	12	0.9	-69	105	24	0
Cc1ccc(S(=O)(=O)N2CCN(CC(O)c3ccccc3)CC2)cc1C (centres undefined)	2	-11	102	104	-15	75	0.9	-10	100	11	-4
CN1CCN(c2oc(-c3ccco3)nc2S(=O)(=O)c2ccccc2)CC1	0	12	99	99	8	26	-0.1	-9	99	36	0
Cc1cccc(C2c3[nH]c4ccccc4c3CCN2C(=O)c2cc(-c3cccn3C)n[nH]2)n1 (centres undefined)	4	-4	100	101	0	11	1.1	-61	103	11	1
CC12CCC(c3c1nc1ccccc1[n+]3[O-])C2(C)C (centres undefined)	0	10	99	98	10	7	-0.1	0	88	1	-4
CCN(CC(=O)NCc1ccc(F)cc1)Cc1nc2ccccc2c(=O)[nH]1	2	nt	102	101	1	22	0.8	-34	100	11	-2
CCOC(=O)C1=C(c2ccccc2)NC(=S)NC1c1ccc(Cl)cc1 (centres undefined)	nt	-25	?	89	-7	nt	nt	-23	96	7	nt
O=c1cc(CSc2nc3cc(Cl)ccc3o2)nc2sccn12	1	23	95	99	-12	22	0.4	6	99	36	-4
Fc1cccc(-c2cc3nc4c(c(NCc5ccco5)n3n2)CCCC4)c1	35	nt	102	103	21	30	-0.5	-9	103	13	-5
O=[N+]([O-])c1ccc(N2CCN(S(=O)(=O)c3ccccc3)CC2)cc1NCC1CCCO1 (centres undefined)	15	nt	102	103	3	9	3.5	-17	103	5	-3
Cn1c(SCC(=O)NCc2cccs2)nnc1-c1ccc(S(=O)(=O)N2CCCC2)cc1	3	nt	101	100	10	22	0.9	-20	96	8	0
COC(=O)c1nc(-c2ccccc2)oc1N(C)C	9	-19	100	99	-5	22	0.7	27	102	33	5
CC(=O)Nc1ccc(NC(=O)CSc2ccc(-c3ccc4c(c3)OCO4)nn2)cc1	-3	9	91	94	33	9	0.3	-26	72	9	-5
COc1cc(/C(C)=N/NC(=O)Cc2c(C)[nH][nH]c2=O)ccc1O	0	-8	99	100	28	20	-0.1	-50	102	14	-5
CSc1nsc(SCc2ccc(Cl)cc2)n1	2	nt	95	97	-10	14	0.6	-37	101	36	1
Cc1cc(=O)oc2cc(OCC(=O)OCC(=O)Nc3ccccc3Br)ccc12	nt	2	?	99	4	nt	nt	-16	100	6	nt
N#CC1=C(C2CC2)CC(c2ccccc2)C(C#N)=C1N (centres undefined)	1	nt	99	99	-2	22	0.3	-92	103	17	-1
COc1c(C)cc(Br)cc1C(=O)NC(=S)Nc1ccc(Cl)c(C(=O)O)c1	-2	nt	101	98	10	12	-0.5	-9	100	11	-2
CCN(CC)C(=O)c1cn(CCC#N)nc1-c1ccc(F)cc1	8	15	101	101	-2	20	1.7	-19	98	6	0
CC(=O)Nn1cc2c(=O)n(C)c(=O)n(C)c2c1	-1	10	100	99	12	22	0.7	-21	102	14	0
Cc1cc(C(=O)CSc2nnc3ccccn23)c(C)n1-c1ccccc1	-1	nt	111	105	-8	5	0.6	-4	104	2	-3
CCOc1cc(CNCc2ccccn2)ccc1OCC(=O)NC1CCCCC1	4	nt	100	100	17	36	-0.5	15	101	14	-2

3 entries from above, reformatted:
mol,ABCG2 block,Pf gamet viab,RGS7-Gao,RGS4-Gao reg,Mcl1-Noxa inh,GSH fluor,ABCB1 block,Mcl1-Bid inh,RGS8-Gao reg,Avidin bead fluor,Mcl-1 Bim block
CCOc1cc(CNCc2ccccn2)ccc1OCC(=O)NC1CCCCC1,4,nt,100,100,17,36,-0.5,15,101,14,-2
CCOc1ccc(N2CC(C(=O)NCc3cccc(C)c3)CC2=O)cc1 (centres undefined),1,-2,96,98,1,23,-2.4,-13,100,21,0
C1=C(CCNc2ncnc3nc[nH]c23)CCCC1,3,nt,87,88,1,26,0.6,-25,88,6,1

(continued)
SMILES	ABCG2 block	Pf gamet viab	RGS7-Gao	RGS4-Gao reg	Mcl1-Noxa inh	GSH fluor	ABCB1 block	Mcl1-Bid inh	RGS8-Gao reg	Avidin bead fluor	Mcl-1 Bim block
CC(C)n1c(C(=O)OCC(=O)NCc2ccc3c(c2)OCO3)cc2occc21	1	nt	96	99	-2	15	-0.2	-30	102	8	-2
COc1cc(NS(=O)(=O)c2ccc(OC)c(OC)c2)cc(OC)c1	10	nt	99	102	4	16	2.4	4	101	8	0
COc1ccc(CCNC(=O)CN(C)S(=O)(=O)c2ccc3c(c2)CCC(=O)N3)cc1OC	1	nt	96	77	6	19	0.4	0	90	6	1
Cc1nc(-c2ccccn2)nc(SCC(=O)c2ccccc2)c1Cl	nt	-12	?	98	17	nt	nt	-23	99	8	nt
O=C(O)/C=C/c1ccc(S(=O)(=O)N2CCCCCC2)cc1	8	22	?	101	11	13	0.7	-5	100	12	0
O=C(NCc1cccnc1)c1ccc2c(c1)OCO2	8	22	99	99	7	24	0.3	-16	101	14	-7
NC(=O)CS(=O)(=O)c1nc2ccccc2n1Cc1ccccc1F	0	2	101	100	8	47	0.2	1	97	8	-2
Cc1cc(C(F)(F)F)cc(NNC(=O)NC(=O)c2c(F)cccc2Cl)n1	nt	12	?	95	-31	nt	nt	-39	91	6	nt
CCOC(=O)C1CCCN(C(=O)c2ccc(Cl)c(S(=O)(=O)N3CCCCC3)c2)C1 (centres undefined)	3	13	103	103	-2	13	1.4	-6	101	12	-1
CN(C)c1ccc(CNn2cnnc2SCc2ccccc2F)cc1	0	nt	98	101	16	16	0.1	-23	99	7	0
CCn1c(CCC(=O)O)nc2cc(S(=O)(=O)N(C)C)ccc21	1	16	95	99	6	12	0.2	-13	100	22	-1
O=c1cc(O)c2sc3nc4c(c(C(F)(F)F)c3c2[nH]1)CCCCC4	nt	-12	?	103	3	nt	nt	-37	101	8	nt
COc1ccc(-c2ccoc2)cc1[C@H]1[C@H]2C=CC[C@@H](C)[C@@H]2C(=O)N1Cc1ccccc1	nt	nt	?	100	9	nt	nt	-72	101	8	nt
Cc1sc2nc(CN3CCCCC3)nc(Nc3ccc4c(c3)OCCO4)c2c1C	5	nt	98	101	0	13	0.6	-22	101	12	0
Cc1cc(Nc2ccccc2)nn1C(=O)c1ccc(Cl)cc1	1	nt	97	100	0	8	0.1	-36	100	9	0
Cc1cccc(NC(=O)CCN2CCN(C/C=C/c3ccccc3)CC2)c1	0	-62	101	105	1	5	0.3	-21	105	9	3
O=C(Nc1ccccc1)c1sccc1Oc1ccc([N+](=O)[O-])cc1F	21	14	94	98	-21	10	1.5	-34	96	10	0
Cc1ccccc1NC(=O)CC1SCCNC1=O (centres undefined)	0	-21	97	102	-11	44	0.3	-26	93	10	1
Cc1ccc(NC(=O)CC2C(=O)N(Cc3ccccc3)C(=S)N2NC(=O)c2ccccc2)c(C)c1 (centres undefined)	0	8	98	102	26	21	0.1	-34	101	12	-5
CC(=O)N1N=C(c2ccccc2)OC12CCCC2	3	-6	99	101	10	12	0.7	-28	104	12	0
O=C(c1ccc(N2C(=O)CCC2=O)cc1)N1CCN(c2ccccc2)CC1	1	nt	101	101	-8	40	0.1	-25	100	7	0
CCN(CC)S(=O)(=O)c1ccc(Nc2nc3ccccc3n3nnnc23)cc1	0	-4	106	101	-1	80	0.5	-22	99	13	-1
CCOC(=O)Nc1ccc2c(COC(=O)CNS(=O)(=O)c3cccc(Br)c3)cc(=O)oc2c1	-6	nt	97	97	-106	8	-0.3	-28	100	4	-2
COC(=O)C1=CN(C)C=C(C(=O)OC)C1c1ccccc1Cl	12	-24	103	100	4	24	1.7	-28	102	28	-6
CN(C)c1ccc(C2NCC(CCl)O2)cc1 (centres undefined)	0	nt	95	99	9	13	1.1	-58	99	7	-1
(cont.)
SMILES	ABCG2 block	Pf gamet viab	RGS7-Gao	RGS4-Gao reg	Mcl1-Noxa inh	GSH fluor	ABCB1 block	Mcl1-Bid inh	RGS8-Gao reg	Avidin bead fluor	Mcl-1 Bim block
CN(C(=O)CSc1nnc(-c2n[nH]c3ccccc23)o1)c1ccccc1	11	-2	97	97	-6	11	1.9	3	98	11	-2
CN(Cc1ccccc1)S(=O)(=O)c1ccc(OCC(=O)N2CCC(C(N)=O)CC2)cc1	nt	30	?	99	10	nt	nt	-3	100	7	nt
CC(C)NS(=O)(=O)c1ccc(NC(=S)NC(=O)c2cccc([N+](=O)[O-])c2)cc1	9	-17	102	105	11	9	0.6	-15	102	15	-1
N#CC1=C(SCC(=O)NC2CCCCC2)NC(=O)CC1c1ccco1 (centres undefined)	4	nt	101	102	-12	13	0.5	-11	98	23	-3
Cc1ccc(NC(=O)N2CCC(c3nc4c(nnn4Cc4cccc(Cl)c4)c(=O)[nH]3)CC2)cc1	-1	nt	91	91	13	24	-3.2	14	87	16	0
Cc1c(C#N)c(O)n(CCO)c(=O)c1N=Nc1ccccc1	nt	-22	?	96	-5	nt	nt	-25	97	6	nt
COc1ccccc1/C=C/C(=O)Nc1ccc2c(c1)CCC2	0	-5	104	103	18	19	-0.1	-8	102	12	-5
c1ccc2c(c1)CNc1ccccc1C2	1	9	98	99	0	57	0.5	-54	97	6	0
COc1ccc(N2CCN(CCC3Oc4cc([N+](=O)[O-])ccc4NC3=O)CC2)cc1 (centres undefined)	10	28	106	102	46	13	2.5	-72	99	7	-2
Oc1oc(-c2ccccc2)nc1C=NCc1ccncc1	25	15	104	105	8	19	1.1	-11	105	45	1
Cc1cccc(C)c1NC(=O)C1c2cccc[n+]2CC(=O)N1Cc1cccs1 (centres undefined)	3	19	103	102	7	69	0.6	-20	99	12	-2
CCOC(=O)Cc1csc(NC(=O)CSc2nnc(-c3cccnc3)n2Cc2ccco2)n1	-1	1	101	102	-5	16	-0.7	-4	103	5	-2
COc1ccc(CN(Cc2ccc(C(=O)O)cc2)C(=S)Nc2ccccc2Cl)cc1OC	-1	nt	101	105	0	19	-0.6	-18	102	9	-2
CN(CC(O)COc1ccc(S(=O)(=O)N2CCOCC2)cc1)C1CCCCC1 (centres undefined)	2	7	101	99	10	13	0.5	0	101	8	-2
CCCC(=O)Nc1cccc(NC(=O)c2cccc([N+](=O)[O-])c2C)c1	23	3	109	110	11	10	1.2	6	121	16	-2
CCOc1ccc(N(C)S(=O)(=O)c2ccc3[nH]cc(C(=O)NCC4CCCO4)c(=O)c3c2)cc1 (centres undefined)	-2	-39	122	125	45	26	-0.7	11	120	8	4

Assay outcomes: PubChem, several laboratories
